High-throughput results from PubChem.
HT1080 IDH1KD tx: toxicity to HT-1080 IDH1 knockdown cells (counter line) | HT-1080 IDH1 knockdown viability, ATP luminescence, 48 h | 360,000 tested, 2% active | Potency, µM (top dose mostly 46.1 µM), for inactives: at the top dose activity, negative = toxicity, hits mostly cytotoxic;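 also: potency is read from the fitted curve at half-maximal effect; 0% = DMSO wells and -100% = cell-free medium wells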
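Using the IDH1-knockdown HT-1080 line run in the same batch and compound series as the NT line, viability after 48 h at 37 °C was determined by CellTiter-Glo luminescence and expressed as % activity.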
KB-3-1 cytotox: kills parental KB-3-1 adenocarcinoma cells; KB-3-1 viability, CellTiter-Glo ATP luminescence, 72 h; Potency, µM (doses to about 46.1 µM), for inactives: at the top dose activity change, negative = cytotoxic, most hits filed as cytotoxic; 400,000 tested, 1.4% active; AID 1347075; also: potency is read from the fitted curve at half-maximal effect; % is scaled to controls: 0 for no effect and ±100 for the full control effect; nearly all actives have a fitted effect of over 60% in size
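Cytotoxicity in the drug-sensitive parental line KB-3-1 was scored as loss of CellTiter-Glo luminescence following 72 h incubation with compound. Values come from curve fitting of normalized concentration-response data.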
HT1080NT lethal: kills 2HG-producing HT-1080-NT fibrosarcoma cells; HT-1080-NT fibrosarcoma viability, CellTiter-Glo ATP luminescence, 48 h; Potency, µM (titrated, usually from 46.1 µM), inactives show top-dose activity, negative = less viability, actives largely listed as cytotoxic; 360,000 tested, 1.6% active;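 also: NT is the 2HG producing partner of a matched IDH1 knockdown line; potency is read from the fitted curve at half-maximal effect; 0% = DMSO-treated cells and -100% = media-only wells without cells; nearly all actives have a fitted effect of over 55% in size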
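HT-1080-NT fibrosarcoma cells (2HG-overproducing), 750 cells/well in RPMI with 5% FBS, dosed after 2 h and incubated 48 h at 37C. CellTiter-Glo luminescence normalized to DMSO and no-cell wells; concentration-response curves fitted and classed.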
SW480 rerep: induces DNA re-replication in SW480 colon adenocarcinoma cells. SW480 DNA re-replication, Hoechst DNA content imaging, 48 h. Potency, µM (doses to about 46.1 µM), without a hit: at the top dose re-replication activation, usual class: activators. 340,000 tested, 1.8% active. AID 624297; also: potency is read from the fitted curve at half-maximal effect; % of control where 0% means no effect; nearly all actives have a fitted effect of over 55% in size
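DNA re-replication was detected as more nuclei of elevated Hoechst intensity after 48 hr exposure to compound (23 nL pinned per well of 250 cells).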
KB-V1 MDR tox: KB-V1 MDR subline cytotoxicity. KB-V1 MDR cells viability, CellTiter-Glo, 72 h. Potency, µM (series often up to 46.1 µM), for inactives: top-dose activity change, negative = cytotoxicity, hits mostly cytotoxic. 400,000 tested, 3.4% active. AID 1347076; also: potency is read from the fitted curve at half-maximal effect; % is scaled to controls: 0 for no effect and ±100 for the full control effect; nearly all actives have a fitted effect of over 60% in size
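qHTS viability screen in drug-selected KB-V1 MDR cells: 72 h compound treatment at 37 degrees C, ATP luminescence end point.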
DRD3 antagonist: antagonists of human D3 dopamine receptor. P35462. D3R cells, DiscoveRx beta-arrestin luminescence, antagonist mode; active compounds read low. max response, negative = inhibition, %. AID 652054. 360,000 tested, 2.5% active; in the data active = max response below about -50%; inconclusive = no clear call, values can overlap the other calls; also: % is scaled to controls: 0 for no effect and ±100 for the full control effect; mostly tested at two doses, the higher about 12 µM
Target sequence (P35462 whole entry, looked up): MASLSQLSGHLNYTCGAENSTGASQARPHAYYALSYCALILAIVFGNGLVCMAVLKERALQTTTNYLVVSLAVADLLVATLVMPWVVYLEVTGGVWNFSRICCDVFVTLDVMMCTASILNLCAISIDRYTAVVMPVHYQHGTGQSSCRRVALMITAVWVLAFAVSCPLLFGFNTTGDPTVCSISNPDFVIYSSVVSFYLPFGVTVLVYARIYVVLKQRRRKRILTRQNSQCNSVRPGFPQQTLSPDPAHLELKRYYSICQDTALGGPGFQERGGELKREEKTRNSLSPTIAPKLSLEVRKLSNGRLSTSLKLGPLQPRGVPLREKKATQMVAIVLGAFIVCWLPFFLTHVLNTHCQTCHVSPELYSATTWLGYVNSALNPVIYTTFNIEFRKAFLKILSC
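Cells expressing the human receptor were seeded at 1500 cells/well, incubated overnight at 37 degrees C in 5% CO2, then exposed to library compounds with dopamine controls for 90 minutes at 37 degrees C before luminescent detection.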
IL1B secr inh: inhibitors of inflammasome signaling (IL-1 beta secretion). THP-1 LPS/ATP IL-1B secretion, AlphaLISA, 16 h; active compounds read low. activity change, % at 57.5 µM. 360,000 tested, 4.7% active; in the data active = activity change below about -50%; inconclusive = mostly about -30% to -49%; also: % is scaled to controls: 0 for no effect and ±100 for the full control effect
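Secreted IL-1B measured by AlphaLISA bead assay after 16 h compound exposure of THP-1 cells; compounds (final up to 57.5 uM) added 1 h before LPS (250 ng/mL) and ATP (1.25 mM) stimulation; lower signal means less secretion.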
GLP-1R agonist: GLP-1 receptor (human) agonism. 380,000 tested, 0.007% active. HEK293 GLP-1R CRE-luciferase, luminescence, 4-6 h; cells express a hypersensitive GLP-1R form. Potency, µM (series often up to 45.6 µM), inactives show at the highest dose activation, usual class: activators; also: potency is read from the fitted curve at half-maximal effect; % of control where 0% means no effect
Target sequence (P43220 whole entry, looked up): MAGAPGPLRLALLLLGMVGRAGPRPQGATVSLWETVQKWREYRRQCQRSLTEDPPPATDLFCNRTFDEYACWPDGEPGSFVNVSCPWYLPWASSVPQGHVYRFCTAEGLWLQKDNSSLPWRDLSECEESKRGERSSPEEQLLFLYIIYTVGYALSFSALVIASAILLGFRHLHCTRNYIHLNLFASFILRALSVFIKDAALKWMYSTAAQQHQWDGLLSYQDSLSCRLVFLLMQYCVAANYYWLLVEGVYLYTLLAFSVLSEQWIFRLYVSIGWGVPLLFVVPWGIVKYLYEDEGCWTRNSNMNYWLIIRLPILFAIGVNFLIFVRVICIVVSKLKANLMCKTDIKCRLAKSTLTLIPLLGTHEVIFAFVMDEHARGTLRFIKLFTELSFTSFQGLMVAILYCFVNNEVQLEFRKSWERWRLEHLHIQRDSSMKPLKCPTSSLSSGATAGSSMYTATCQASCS
DRD3 agonist: D3 dopamine receptor (human) agonism; D3R DiscoveRx beta-arrestin cells, luminescence, 90 min; max activation, %; 410,000 tested, 0.58% active; AID 652048; in the data active = max activation above about 30%; also: 0% is about no effect; mostly tested at two doses, the higher about 12 µM
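Cells at 1500/well, incubated overnight, then treated with pinned compounds (dopamine as control) for 90 min at 37 degrees C. DiscoveRx reagent added for 30 - 60 minutes at room temperature; luminescence read.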
Starred values were filed as active, the others as inactive; u = inconclusive; x = not tested or not shown; & = joins results of further samples; [ ] = another dose, or the depositor's remark. Unless noted, calls follow the shape of the dose curve; as a rule, active = well fitted curve in the direction sought with a large enough effect; inconclusive = small, poorly fitted or top-dose-only effect, or another doubt; inactive = no such curve, though single readings can be large; an effect the other way counts as inactive or inconclusive. Compounds as they come (roughly 12% active in at least one column).

SMILES	HT1080 IDH1KD tx	KB-3-1 cytotox	HT1080NT lethal	SW480 rerep	KB-V1 MDR tox	DRD3 antagonist	IL1B secr inh	GLP-1R agonist	DRD3 agonist
O=C(CCN1C(=O)C2CCCCC2C1=O)N1CCN(S(=O)(=O)c2cccc(F)c2)CC1 (stereo not drawn)	-9%	19%	2%	-4%	-7%	u	10	-3%	2
Cc1cc(NC(=O)CSc2nc(=O)n(CCN(C)C)c3c2CCCC3)no1	5%	0%	-1%	-3%	u	1	2	2%	19
CCN(CC)CC(=O)Nc1c(C#N)cnn1-c1ccccc1	6%	11%	13%	-12%	31%	14	25	7%	29
O=C(NC1CCCC1)C1CCCN(S(=O)(=O)c2ccc(-n3cnnn3)cc2)C1 (stereo not drawn)	4%	11%	8%	-1%[9.22 µM]	-1%	6	7	-7%	0
Cc1ccc(N2C(=O)C(Cc3ccc(O)cc3)NC2=S)cc1C (stereo not drawn)	10%	7%	12%	-7%	-14%	13	-2	-2%	1
Cc1ccnc(SC2CC(=O)N(c3ccc(C(C)C)cc3)C2=O)n1 (stereo not drawn)	1%	4%	5%	-2%	6%	-12	8	7%	2
N#Cc1ccccc1OCC(=O)Nc1ccc(S(=O)(=O)N2CCOCC2)cc1	11%	5%	-3%	2%	-1%	-5	-18	12%	-5
COC(=O)c1nn(-c2ccccc2)c(Cl)c1/C=N/OC(=O)c1ccc(Cl)c(Cl)c1	12%	17%	10%	-17%	4%	28	24	0%	4
CN(CC(=O)Nc1ccc(Cl)cc1)c1ccc(S(=O)(=O)N2CCCCC2)cc1[N+](=O)[O-]	u	u	-23%	-4%	16µM*	u	-61*	-1%	-12
CC(=O)Oc1ccc2oc3c(c2c1)C(=O)CCC3	6%	17%	19%	2%	9%	u	-6	-5%	-4
Clc1ccc(N=C2SCCS2)cc1	11%	0%	9%	5%	15%	1	-3	10%	0
CCOC(=O)CNC(=O)Cc1ccc(OC)cc1	19%	0%	14%	-5%	8%	-7	x	4%	24
S=c1[nH]nc(-c2cccnc2)o1	12%	2%	-2%	-9%	8%	21	4	-9%	3
O=C(COC(=O)C1CCN(c2ccc(C(F)(F)F)cn2)CC1)Nc1ccc(Cl)cc1	16%	12%	7%	-3%	u	15	1	-1%	2
CC(C)(C)c1cc(-c2csc(Nc3ccccc3)[n+]2Cc2ccc(C(=O)O)cc2)cc(C(C)(C)C)c1O	u	-15%	u	-10%	-9%	4	15	4%	1
O=C(c1ccco1)N1CCN=C1SCc1ccc(F)cc1	9%	13%	8%	-5%	u	1	-2	-2%	0
COc1ccc(OC)c2c(C)c(C)[nH]c12	8%	1%	5%	0%	4%	13	-18	4%	2
CC(C)C[C@H]1CN=C(Nc2ccccc2)N1CCC1CCCCC1	0%	1%	-2%	u	-15%	4	-7	4%	-30
COc1ccc(NC(=O)C2CC(=O)n3cnnc3S2)cc1 (stereo not drawn)	6%	-3%	-1%	u	12%	-5	-4	2%	-1
C=CC[C@@H](CC(=O)N(CCO)Cc1ccccc1)C(=O)N[C@H](COC(=O)[C@@H](CC=C)Cc1ccc(F)cc1)Cc1ccccc1	u	u	u	-1%	u	-1	-64*	1%	-10
COc1cc(OC)c(C(=O)OCC(=O)N2CCOCC2)cc1OC	14%	5%	17%	-2%	-4%	11	-15	7%	3
CCOc1ccc(NC(=O)CN(C)c2ccc(S(=O)(=O)N3CCOCC3)cn2)cc1OCC	16%	2%	6%	-2%	8%	u	-2	7%	-12
O=C(Nc1ccccc1N1CCCC1)C1CCCO1 (stereo not drawn)	-3%	13%	-4%	-1%	0%	u	6	1%	-5
O=C(COC(=O)c1ccccc1O)Nc1ccc(S(=O)(=O)N2CCCCC2)cc1	-6%	11%	2%	-4%	-7%	-4	14	7%	5
COCCCNS(=O)(=O)c1ccc2c(c1)OCCO2	2%	17%	12%	-2%	7%	4	-7	-5%	2

The listing continues.
SMILES	HT1080 IDH1KD tx	KB-3-1 cytotox	HT1080NT lethal	SW480 rerep	KB-V1 MDR tox	DRD3 antagonist	IL1B secr inh	GLP-1R agonist	DRD3 agonist
Cc1ccccc1NS(=O)(=O)c1cc(C(=O)NCc2ccncc2)ccc1Cl	-4%	-2%	-2%	0%	-4%	10	0	6%	3
CC(=O)OC[C@H]1O[C@@H](n2ncc(=O)[nH]c2=O)[C@H](OC(C)=O)[C@@H]1OC(C)=O	u	3.3µM*	-8%	u	8.2µM*	6	92	-2%&21%	8&6
CCOC(=O)C1=C(C)OC(N)=C(C#N)C1c1ccc(C)s1 (stereo not drawn)	1%	4%	13%	-1%	-2%	-2	-27	4%	1
CCN(C[C@H]1N[C@@](CC)(C(=O)OC)[C@H]2C(=O)N(Cc3ccccc3)C(=O)[C@@H]12)S(=O)(=O)c1ccc(-c2ccccc2)cc1	2%	0%	5%	2%	0%	u	0	-2%	-5
COc1ccc(-c2noc(COc3ccc(C)c(C)c3)n2)cc1OC	-1%	0%	3%	-6%	u	6	6	8%	9
Cc1nn(CCCC(=O)NCc2ccccc2Cl)c(=O)c2nccn12	-1%	14%	-26%	-8%	7%	6	-3	4%	1
FC(F)(F)c1ccc(Cl)c(NC2=NCCCCC2)c1	14%	1%	1%	-4%	2%	-27	-3	11%	-15
CS(=O)(=O)N1CCN(C(=O)CCc2ccccc2)CC1	11%	19%	2%	22%	23%	4	2	-8%	1
COc1cccc(C(=O)N2C(C(=O)O)CSC2c2ccccc2Cl)c1 (stereo not drawn)	-1%	-4%	-1%	2%	-1%	2	25	-3%	-5
COc1cc(/C=N/NC(=O)c2cc(C34CC5CC(CC(C5)C3)C4)[nH]n2)ccc1O	-11%	3%	-14%	0%	26%	-3	12	-3%	-1
CCOC(=O)c1cc(C#N)c(N2CCNCC2)nc1C(F)(F)F	-2%	21%	3%	-2%	16%	-5	-3	10%	-3
COC(=O)[C@@H](NC(=O)NC1CCN(Cc2ccccc2)CC1)C(C)C	8%	-3%	4%	7%	-1%	-53*	7	25%	-18
O=C(COC(=O)CCN1C(=O)C2CC=CCC2C1=O)Nc1ccc([N+](=O)[O-])cc1 (stereo not drawn)	0%	3%	0%	11%	0%	-10	2	-4%	0
CCc1ccccc1NC(=O)Cn1c(=O)n(Cc2ccc3c(c2)OCO3)c(=O)c2ccc(C(=O)NC3CCCCC3)cc21	x	18%	x	x	-24%	x	x	-7%	1
CCOC(=O)COc1c(/C=N\OC)cc(Cl)cc1OC	11%	0%	0%	-15%	4%	4	-4	11%	7
COc1ccc(C(CC(=O)Nc2nccs2)C(C)C)cc1 (stereo not drawn)	-1%	-1%	2%	-4%	-11%	2	12	2%	2
CCc1noc2nc(C)n(CC(=O)O)c(=O)c12	x	13%	x	x	0%	x	x	-3%	1
Cc1ccc(NC(=O)c2cc(S(=O)(=O)N3CCOCC3)cn2C)cc1Cl	-5%	0%	19%	2%	u	10	-17	5%	2
COc1ccc(N(C(=O)c2ccco2)C(C(=O)NC2CCCC2)c2ccncc2)cc1 (stereo not drawn)	-13%	u	1%	-20%	u	4	-12	12%	6
Cc1cccc(C(=O)C(O)(c2ccccc2)C2CCCCC2=O)c1 (stereo not drawn)	u	-18%	-19%	x	-2%	6	17	1%	-8
O=C(O)CCC(=O)Nc1nc2nc(-c3ccccc3)cc(-c3ccccc3)n2n1	9%	15%	1%	-5%	30%	-21	2	2%	-2
CC1=C(C(=O)OCCc2ccccc2)C(c2ccsc2)NC(=O)N1C (stereo not drawn)	0%	-9%	2%	-7%	-4%	-3	5	12%	2
O=C(c1ccccc1Cl)N1CCC(N2CCC(C(=O)N3CCCC3)CC2)CC1	-1%	4%	-8%	1%	0%	-28	0	0%	5
COc1cc2c(cc1OC)-c1cc(Nc3cccc(C)c3)nc(=O)n1CC2	13%	1%	9%	1%	20%	5	u	u	6
Cc1cccc(C)c1NC(=O)C1(C)CN(S(C)(=O)=O)CC(=O)N1CCc1c[nH]c2ccccc12 (stereo not drawn)	-8%	-1%	-15%	x	-10%	-3	-25	x	3

For convenience, some entries already given:
SMILES	HT1080 IDH1KD tx	KB-3-1 cytotox	HT1080NT lethal	SW480 rerep	KB-V1 MDR tox	DRD3 antagonist	IL1B secr inh	GLP-1R agonist	DRD3 agonist
COc1cccc(C(=O)N2C(C(=O)O)CSC2c2ccccc2Cl)c1 (stereo not drawn)	-1%	-4%	-1%	2%	-1%	2	25	-3%	-5
COc1cc(/C=N/NC(=O)c2cc(C34CC5CC(CC(C5)C3)C4)[nH]n2)ccc1O	-11%	3%	-14%	0%	26%	-3	12	-3%	-1
CCOC(=O)c1cc(C#N)c(N2CCNCC2)nc1C(F)(F)F	-2%	21%	3%	-2%	16%	-5	-3	10%	-3
COC(=O)[C@@H](NC(=O)NC1CCN(Cc2ccccc2)CC1)C(C)C	8%	-3%	4%	7%	-1%	-53*	7	25%	-18

Additional structures
SMILES	HT1080 IDH1KD tx	KB-3-1 cytotox	HT1080NT lethal	SW480 rerep	KB-V1 MDR tox	DRD3 antagonist	IL1B secr inh	GLP-1R agonist	DRD3 agonist
CC(=O)Oc1oc(-c2ccccc2)nc1/C=N/c1ccccn1	0%	5%	12%	0%	-3%	-62*	-101*	-5%	-11
O=C(CSc1ncnc2nc[nH]c12)N1CCN(c2ccc(Cl)cc2)CC1	-26%	18µM*	u	-7%	u	19	-2	-11%	14
Cc1ccccc1S(=O)(=O)NC(=O)C1(C)CCN1C(=O)CCc1ccc(Cl)cc1Cl (stereo not drawn)	22%	0%	2%	x	1%	14	0	-4%	-10
COc1ccc(C(=O)N2CCCC(c3nc(-c4ccc(C)o4)no3)C2)cc1OC (stereo not drawn)	5%	1%	0%	-2%	u	-18	9	5%	-8
C/C(=N\N=C1\NC(=O)CC(C(=O)O)S1)c1cccs1 (stereo not drawn)	-3%	-2%	0%[9.24 µM]	-3%	14%	-10	-6	9%	3
Cn1c(=O)c2cc(NC(=O)Nc3cccnc3)ccc2n1-c1ccc(C(C)(C)C)cc1	u	u	21µM*	x	3%	25	-17	8%	10
CC(=O)Nc1ccc2c(c1)C(=Nc1ccc(C)cc1)c1ccccc1-2	23%	-5%	10%	-10%	u	-9	-17	14%	-1
